# Screening results from PubChem.
# N370S GC = N370S glucocerebrosidase modulation, Gaucher chaperone candidate. P04062. N370S GC spleen homogenate, 4MU-glucoside fluorescence. Potency, µM (doses to about 59.4 µM), inactives show at the highest dose activity change, negative = inhibition, hits mostly inhibitors. hit rate 0.092% among 330,000;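 further: 0% = full enzyme activity and -100% = no enzyme basal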
# FEN1 inh = blocks human flap endonuclease 1; P39748; Recombinant FEN1 flap cleavage, fluorescence, 15 min; Potency, µM (titrated, usually from 114 µM), for the others: at the highest dose activity change, negative = inhibition, hits mostly inhibitors; hit rate 0.35% among 390,000; further: nearly all actives have a fitted effect of over 65% in size
# Target sequence (P39748 whole entry, looked up): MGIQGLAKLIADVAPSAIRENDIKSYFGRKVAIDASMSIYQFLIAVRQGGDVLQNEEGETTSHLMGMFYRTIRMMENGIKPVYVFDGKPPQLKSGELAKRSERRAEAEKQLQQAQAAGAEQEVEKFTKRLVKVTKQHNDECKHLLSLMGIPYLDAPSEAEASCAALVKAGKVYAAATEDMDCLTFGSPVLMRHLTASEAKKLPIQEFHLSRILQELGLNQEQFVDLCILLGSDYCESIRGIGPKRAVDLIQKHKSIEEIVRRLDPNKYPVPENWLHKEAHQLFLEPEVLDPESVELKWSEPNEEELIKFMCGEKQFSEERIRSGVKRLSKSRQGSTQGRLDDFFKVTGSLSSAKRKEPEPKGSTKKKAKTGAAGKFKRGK
#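 Read-out was taken twice, immediately and after 15 min, following addition of 50 nM substrate to 10 nM FEN1 that had sat with test compound for 15 min at room temperature. Curves came from a four-parameter Hill model.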
# TDP1 block = blocks human tyrosyl-DNA phosphodiesterase 1 | recombinant TDP1, AlphaScreen DNA substrate cleavage | hit rate 0.28% among 350,000 | Potency, µM (titrated, usually from 130 µM), inactives show at the top dose activity change, negative = inhibition, usual class: inhibitors; further: nearly all actives have a fitted effect of over 40% in size
# Target sequence (Q9NUW8 whole entry, looked up): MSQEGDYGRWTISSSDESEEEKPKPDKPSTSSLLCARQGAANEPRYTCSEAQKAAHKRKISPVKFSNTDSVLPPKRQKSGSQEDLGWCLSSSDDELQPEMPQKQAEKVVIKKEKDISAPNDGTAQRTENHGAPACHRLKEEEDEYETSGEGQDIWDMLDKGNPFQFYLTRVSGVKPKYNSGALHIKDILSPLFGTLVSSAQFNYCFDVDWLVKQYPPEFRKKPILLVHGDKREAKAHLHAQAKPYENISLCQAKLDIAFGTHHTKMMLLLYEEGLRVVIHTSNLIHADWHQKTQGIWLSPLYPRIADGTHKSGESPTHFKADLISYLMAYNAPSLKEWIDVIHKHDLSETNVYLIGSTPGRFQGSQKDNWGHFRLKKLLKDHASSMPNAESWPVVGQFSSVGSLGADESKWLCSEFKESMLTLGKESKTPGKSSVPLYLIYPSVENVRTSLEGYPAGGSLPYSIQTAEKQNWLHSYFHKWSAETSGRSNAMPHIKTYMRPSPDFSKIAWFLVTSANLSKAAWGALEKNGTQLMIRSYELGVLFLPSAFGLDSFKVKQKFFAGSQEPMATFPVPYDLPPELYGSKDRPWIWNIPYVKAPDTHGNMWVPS
#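 Here, a 5' biotin and 3' phosphotyrosine-FITC DNA oligonucleotide reports Tdp1 activity: intact substrate bridges AlphaScreen beads, while cleavage leaves a 3' phosphate and drops signal. All incubations at room temperature.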
# Starred values were filed as active, the others as inactive; ? = inconclusive; · = no result given; & = joins results of further samples; [ ] = another dose, or the depositor's remark. The call rests on the fitted dose curve; in most records, active means well fitted curve in the direction sought with a large enough effect; inconclusive means small, poorly fitted or top-dose-only effect, or another doubt; inactive means no such curve, though single readings can be large; an effect the other way counts as inactive or inconclusive. Unless noted, on the % scale 0 is the no-effect control and ±100 the full control effect; potency means the concentration at half of the fitted maximal effect.
# Screens in order: FEN1 inh, TDP1 block, N370S GC
> Cc1ccc(CN(Cc2cc3cccc(C)c3[nH]c2=O)C(=S)NCCCN(C)C)cc1
    0%, 5%, -6%
> Cc1ccc(NC(=O)C2COc3ccccc3O2)cc1C (stereo not drawn)
    -12%, ·, 10%
> COc1ccc(Cc2nnc(NC(=O)CSc3ccc(Cl)cc3)s2)cc1OC
    ·, 0%, 1%
> COc1ccc(/C=C2\SC(=S)N(CC(=O)OCC(=O)Nc3ccc(C)cc3Cl)C2=O)cc1
    1%, ·, 0%
> COc1ccc(C(NC(=O)CN2C(=O)NC3(CCc4ccccc43)C2=O)c2ccc(OC)cc2)cc1 (stereo not drawn)
    -14%, 0%, ?
> CCOC(=O)c1ccc(NC(=O)c2nn(C)cc2Br)cc1
    1%, 6%, 5%
> O=C(Nc1nc(=O)n(C(=O)c2cccc(C(F)(F)F)c2)s1)c1ccccc1
    18%, ·, 8%
> CCCc1ccc(NC(=O)C2CCCN(c3cnccn3)C2)cc1 (stereo not drawn)
    -7%&8%, 5%&5%, ?
> CCOc1ccc(Cl)cc1S(=O)(=O)NCc1cccnc1
    -11%, 0%, 0%
> CC(=O)Nc1cccc(C(=O)OCC(=O)NC(C)c2ccc(F)cc2)c1 (stereo not drawn)
    2%, 3%, 1%
> COc1cccc(NC(=O)Cc2nnc(SCC(=O)c3ccccc3)n2C)c1
    12%, 2%, 11%
> CCN(CC(=O)Nc1ccccc1C(F)(F)F)C(=O)Cc1sc(C)nc1-c1ccc(F)cc1
    2%, 0%, -8%
> CN(C(=O)CCS(=O)(=O)c1cc2c(cc1Cl)NC(=O)CO2)C1CCCCC1
    -5%&0%, 4%, -1%
> O=C(CN1CCN(c2ccccc2)CC1)c1c[nH]c2ccccc12
    7%, ·, 4%
> COc1ccc(NC(=O)CNC(=O)Cc2ccccc2)cc1
    13%, -4%, -10%
> COc1cc(C(=O)NCC(c2ccc(Cl)cc2)N2CCOCC2)cc(OC)c1OC (stereo not drawn)
    22%, -3%, ·
> COc1ccc(-n2c(=O)[nH]c3c(C(N)=O)nc(C4CCCCC4)nc32)cc1
    -2%, -4%, -6%
> O=C(NCc1ccc2c(c1)OCO2)c1ccc(S(=O)(=O)N2CCOCC2)cc1
    12%, 4%, 6%
> Cc1ccc(-c2n[nH]c(=S)n2/N=C/c2cccn2C)cc1
    1%, 4%, 4%
> Cc1cc(NCCN2CCOCC2)n2c(nc3ccccc32)c1C#N
    11%, -2%, 6%

# The listing continues:
# Screens in order: FEN1 inh, TDP1 block, N370S GC
> CCN(CC)CCC(c1ccc2c(c1)OCO2)c1c(OC)cc(OC)c2ccc(=O)oc12 (stereo not drawn)
    0%, ·, -19%
> Cc1c(C(=O)Nc2ccccc2)csc1-c1ccccc1
    -4%, 3%, -6%
> C=CCOc1cccc(C2C(C(=O)c3cccs3)=C(O)C(=O)N2Cc2cccnc2)c1 (stereo not drawn)
    11%, 3%, -1%
> Cc1ccccc1-n1c(C)c(C#N)c(=O)c(-[n+]2ccccc2)c1[S-]
    3%, 3%, 6%
> C=CCOC(=O)C1=C(C)NC(C)=C(C(=O)OCC=C)C1c1ccco1
    -2%, 4%, 6%
> CCN1CCN(C(=O)/C(=C/c2cccs2)NC(=O)c2ccc(C)c(C)c2)CC1
    14%, 2%, -30%
> O=C(O)C1CCN(c2ccc(Cl)nn2)CC1
    -3%, 2%, -7%
> O=C(COc1ccc(-n2cnnn2)cc1)Nc1ccc(Br)cc1F
    -3%, -4%, ·
> O=C(Nc1ccc(F)c(Cl)c1)C1CCCN(c2cnccn2)C1 (stereo not drawn)
    -16%&4%, 7%&0%, 7%
> Cc1cc(CN2CCCC(CNC(=O)c3ccc(F)cc3)C2)cc(C)c1O (stereo not drawn)
    14%, 5%, -3%
> CC1Sc2ccc(S(=O)(=O)CCC(=O)N3CCCCC3)cc2NC1=O (stereo not drawn)
    3%, 4%, -6%
> Brc1ccccc1OCCCN1CCCCCC1
    -1%, ·, -4%
> COC(=O)c1cccc(C(=O)N2CCCC(CNC(=O)c3ccccc3Cl)C2)c1 (stereo not drawn)
    4%, ·, 1%
> N#Cc1ccc(OCC(=O)OCC(=O)NCCC2=CCCCC2)cc1
    -3%, 1%, 1%
> COc1cccc(NC(=O)CN(C)C(=O)CCNC(=O)c2ccc(Br)cc2)c1
    -4%, 3%[0.505 µM], ?
> O=C(NCCc1ccc(Cl)cc1)C1CCCN(S(=O)(=O)N2CCCCCC2)C1 (stereo not drawn)
    23%, 0%, -2%
> COc1ccc(N(CC(=O)NC2CC3CCC2C3)S(=O)(=O)c2ccc(C)cc2)cc1 (stereo not drawn)
    -14%, 0%, 1%
> CCOc1ccc(CNC(=O)c2ccc3oc(=O)n(Cc4ccccc4)c3c2)cc1
    -3%, -4%, ·
> O=C(CCS(=O)(=O)c1ccccc1Cl)NCc1ccc(F)cc1
    -3%, 0%, 0%
> COc1ccc(OC)c(/C=N/NC(=O)C(O)c2ccccc2)c1 (stereo not drawn)
    3%, 1%, ?

# (continued)
# Screens in order: FEN1 inh, TDP1 block, N370S GC
> CCn1c(CN2CCOCC2)nc2cc(NC(=O)c3cc(OC)c(OC)c(OC)c3)ccc21
    22%, 2%, ·
> COc1ccc(NS(=O)(=O)c2ccc3c(c2)n(C)c(=O)n3C)cc1
    21%, 5%, 0%
> O=C(O)c1cc(Cl)c2ccccc2c1O
    -7%, 9%, 8%
> COc1ccccc1NC1=C(N2CCCCC2)C(=O)c2ccccc2C1=O
    -9%, 1%, -6%
> COC(CNC(=O)CN1CCN(Cc2ccc(F)cc2Cl)C1=O)OC
    0%, ·, 1%
> CN1C2CCC1CC(NC(=O)CSCc1ccc(Cl)cc1Cl)C2 (stereo not drawn)
    -1%, 5%, -2%
> COC(=O)CCCC1=CC2=CC(=O)C(C)(OC(=O)c3cccs3)C(=O)C2=CN1c1ccc(OC)cc1 (stereo not drawn)
    -9%, 11%[12.3 µM], 0%[12.8 µM]
> CCN(CC)c1ccc(C=C2C(=O)OC3(CCCC3)OC2=O)cc1
    -10%, 4%, -6%
> COc1cccc(NC(=O)CN(CCc2ccccc2)S(=O)(=O)c2ccc(Cl)cc2)c1
    -24%, -8%[12.3 µM], ·
> COc1ccc(S(=O)(=O)Nc2nc(C(F)(F)F)cs2)cc1
    10%, 1%, 12%
> CC(C)[C@@H]1NC(=O)N(c2ccc(Oc3ccccc3)cc2)C1=O
    -15%, 6%, 2%
> O=C(COc1ccc(-n2cnnn2)cc1)Nc1ccc(F)cc1
    0%, -1%, ·
> Cc1noc(C)c1-c1ccc2ncnc(NC(C)c3ccccc3)c2c1 (stereo not drawn)
    ·, 8%, 0%
> O=C(CSc1ncnc2ccccc12)Nc1cc(S(=O)(=O)N2CCCCC2)ccc1Cl
    5%, 5%, 12%
> Cc1cc(C)cc(O)c1
    ·, 12%, 0%
> Cc1occc1C(=O)N1CCN(C(c2ccccc2)c2ccccc2)CC1
    3%, 9%, -22%
> CCCCN1CN(Cc2ccco2)CNC1=S
    -1%, 3%, 2%
> O=C(O)C1NCCc2ccccc21 (stereo not drawn)
    0%, 7%, 2%
> NC(=S)NCc1cccnc1
    -10%, ·, 0%
> CCOc1ccc(NCCC#N)cc1
    -2%, 3%, 7%

# The list goes on.
# Screens in order: FEN1 inh, TDP1 block, N370S GC
> CCO[C@@H]1OC(C(=O)NCc2nc3ccccc3[nH]2)=C[C@H](c2cn(C(C)=O)c3ccccc23)[C@H]1CCCO
    10%, 9%, -12%
> Cc1nn(CC(=O)NC2CCCCC2)c(=O)c2cccn12
    -4%, 3%, -7%
> COCC(C)n1c(C)cc(C(=O)Cn2c(=O)oc3ccccc32)c1C (stereo not drawn)
    -5%, 4%, ?
> CC1CCCCN1C(=O)c1ccccc1NC(=O)c1ccco1 (stereo not drawn)
    -11%, 1%, 4%
> CCCc1cc(=O)[nH]c2nnc(SCC(=O)N3CC(C)OC(C)C3)n12 (stereo not drawn)
    -7%, ·, -2%
> CCN(CC)c1ccc(NS(=O)(=O)c2ccc3c(c2)oc(=O)n3C)c(C)c1
    0%, 5%, 6%
> Cc1ccc(NC(=O)Cn2nc(C(F)(F)F)c3c2CCCC3)cc1
    13%, -4%, ·
> O=C(NCc1ccco1)c1cc(-c2ccccc2)on1
    4%, -2%, 8%
> Cc1nnc(SCC(=O)Nc2c(C)n(C)n(-c3ccccc3)c2=O)n1Cc1ccccc1
    3%, 2%, -3%
> O=C(Nc1cc(F)ccc1F)C1CCCO1 (stereo not drawn)
    -2%, 3%, 6%
> CC1CCCCN1C(=O)CSc1nc2ccccc2nc1Cc1ccc(Cl)cc1 (stereo not drawn)
    -17%, 3%, ·
> COc1cccc(NS(=O)(=O)c2ccc3c(c2)CCN3C(C)=O)c1
    4%, ·, -4%
> CCOC(=O)c1cccc(Nc2nc(-c3cccnc3)nc3ccccc23)c1
    -3%, 7%, -24%
> Cc1ccc(C(C)C)c(OCC(=O)Nc2ccc3c(c2)nc(CCN2CCCCC2)n3C)c1
    -9%, 5%, -29%
> Cc1cc(C)cc(Nc2cc(C(=O)NCCCN(C)C3CCCCC3)c3ccccc3n2)c1
    -24%, -5%, ·
> N#Cc1ccc(C(=O)OCC(=O)Nc2cccc(S(=O)(=O)N3CCCCC3)c2)cc1
    -21%, -1%, ·
> CCc1cccc(NS(=O)(=O)c2cc(-c3cnc(C)o3)ccc2OC)c1
    ?, 4%, ·
> O=C(NCCCN1CCc2ccccc2C1)C1CCN(S(=O)(=O)N2CCC3(CC2)OCCO3)CC1
    2%, -2%, -18%
> CC(C)c1nnc(SCC(=O)NCCC2=CCCCC2)n1N
    2%, 0%, -1%
> CCCCc1ccc(NC(=O)CSc2nnc3[nH]c(=O)cc(C)n23)cc1
    2%, 0%, ·

# Going on with the list:
# Screens in order: FEN1 inh, TDP1 block, N370S GC
> COc1ccccc1N1CCN(C(=O)CSc2nnnn2C2CC2)CC1
    4%, 11%, -1%
> Cc1nc2cc(C(=O)N3CCN(C)CC3)ccc2n1C
    3%, ·, -8%
> CCN(CC)CCN(C(=O)C1=COCCO1)c1nc2ccc(C)cc2s1
    1%, 4%, ?
> CCc1cccc(C)c1NC(=S)NCc1cccn1C
    14%, 6%, 9%
> COc1ccc(N=Nc2nc3ccc(Br)cc3n2C)cc1
    11%, 6%, 29%
> CC(=O)Cn1nnc2sc3c(c2c1=O)CCC(C(C)(C)C)C3 (stereo not drawn)
    -16%, -6%, 3%
> CC(NC(=O)c1cc2ccccc2oc1=O)c1ccccc1 (stereo not drawn)
    -12%, 2%, ?
> COc1cc(/C=C/C(=O)O)cc(S(=O)(=O)Nc2ccccc2C(=O)NCCc2ccccc2)c1OC
    -13%, ·, 3%
> O=C(CN(CC1CCCO1)C(=O)CCC(=O)Nc1ccccn1)NCC1CCCO1 (stereo not drawn)
    1%, 6%, 3%
> COc1ccc(-n2c(=O)c(CCC(=O)N3CCC(C)CC3)nc3ccccc32)cc1
    2%, 1%, ·
> COc1ccc(NC(=O)C(CC(=O)O)Cc2ccc(Cl)cc2)cc1 (stereo not drawn)
    -5%, ·, -5%
> COC(=O)c1ccc(C(=O)OC)c(NC(=O)/C=C/C(=O)O)c1
    0%, -4%, ?
> CC(=O)N1c2ccccc2C(=O)C1N1CCN(c2ccc(F)cc2)CC1 (stereo not drawn)
    0%, 3%, ·
> O=C(O)c1ccccc1C(=O)Nc1ccc(S(=O)(=O)N2CCCC2)cc1
    7%, ?, 1%
> NC(=O)c1ccsc1NC(=O)c1nc(-c2ccccc2)n(-c2ccccc2)n1
    9%, 4%, 1%
> COc1ccccc1CN(C)C(=O)c1ccc(S(=O)(=O)NCc2ccco2)cc1
    -6%, 4%, ·
> COc1ccc(-c2sc3cc(OC)c(OC)cc3c2C#CC2(O)CCCCC2)cc1
    -16%, -4%, ·
> CCCSCCCNC(=O)CC1Oc2ccccc2NC1=O (stereo not drawn)
    21%, 7%, 2%
> CCn1cc(CN2CCC(n3nccc3NC(=O)CCCc3ccccc3)CC2)c(C)n1
    -7%, 0%, 1%
> Cc1ccc(C(=O)NNC(=O)c2ccc(C)cc2)cc1
    0%, 3%, -9%

# 5 consecutive compounds already listed:
# Screens in order: FEN1 inh, TDP1 block, N370S GC
> NC(=O)c1ccsc1NC(=O)c1nc(-c2ccccc2)n(-c2ccccc2)n1
    9%, 4%, 1%
> COc1ccccc1CN(C)C(=O)c1ccc(S(=O)(=O)NCc2ccco2)cc1
    -6%, 4%, ·
> COc1ccc(-c2sc3cc(OC)c(OC)cc3c2C#CC2(O)CCCCC2)cc1
    -16%, -4%, ·
> CCCSCCCNC(=O)CC1Oc2ccccc2NC1=O (stereo not drawn)
    21%, 7%, 2%
> CCn1cc(CN2CCC(n3nccc3NC(=O)CCCc3ccccc3)CC2)c(C)n1
    -7%, 0%, 1%

# Carrying on:
# Screens in order: FEN1 inh, TDP1 block, N370S GC
> COc1ccc(CC(=O)O/N=C(\N)Cc2cccc3ccccc23)cc1
    -24%, 0%, -2%
> COc1cc(OC)cc(-c2cc3nc(C)c(CCC(=O)O)c(C)n3n2)c1
    2%, 0%, -2%
> Cc1nn(-c2ccccc2)c(Cl)c1/C=N/NC(=O)CNc1n[nH]c(=O)[nH]c1=O
    ·, 2%, 7%
> COc1ccc(CCNC(=O)c2ccc3c(c2)CCN3S(=O)(=O)c2ccccc2)cc1OC
    1%, 0%, ·
